Screening data deposited in PubChem BioAssay by several laboratories.
UBC9 SUMO inh – blocks human SUMOylation mediated by UBC9 | HTRF SUMOylation assay, SAE1/SAE2 + UBC9, in vitro | inhibition, % at 35 µM | hit rate 0.36% among 290,000; in the data active = inhibition above about 50%, passing the limit was not always enough; also: strong numbers were not always called active
Target sequence (P63279 whole entry, looked up): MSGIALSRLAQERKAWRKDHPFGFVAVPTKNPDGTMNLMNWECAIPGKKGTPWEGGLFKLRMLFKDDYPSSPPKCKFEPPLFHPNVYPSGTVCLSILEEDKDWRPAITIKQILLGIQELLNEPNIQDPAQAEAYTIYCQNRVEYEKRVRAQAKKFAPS
IDE cell activ – activators of human insulin-degrading enzyme in cells; P14735; HEK cells, FAbeta-B cleavage, fluorescence polarization; 0% vehicle, 100% cell-free pure enzyme wells; activation, % at 5.96 µM; hit rate 0.073% among 340,000;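 active = activation above the mean of all tested compounds plus 3 SD, set per screening campaign, cut at about 17% in these data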
IMP-1 inh – inhibitors of Pseudomonas aeruginosa IMP-1 metallo-beta-lactamase. purified IMP-1, nitrocefin hydrolysis, epi-absorbance fluorescence. inhibition, % at 5.6 µM. hit rate 0.45% among 290,000. AID 1556;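 active = inhibition above the mean plus 3 SD of all compounds in the same screening run, cut at about 4.5% in these data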;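 also: 0% = IMP-1 with DMSO and 100% = DMSO wells lacking enzyme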
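System: Purified recombinant IMP-1 metallo-beta-lactamase enzyme | Measured by: Fluorescence quenching readout, ex 480/em 530 nm | Replication: Singlicate | Incubation: 15 min preincubation plus 25 min reaction at 25 °C | Evaluation: Percent inhibition from optical density relative to buffer-blank wells | Benchmarks: DMSO with and without IMP-1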
VIM-2 inh – blocks Pseudomonas aeruginosa VIM-2 metallo-beta-lactamase; purified VIM-2, nitrocefin hydrolysis, epi-absorbance fluorescence; hit rate 0.89% among 290,000; inhibition, % at 5.6 µM; AID 1527;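 active = inhibition above the mean of all tested compounds plus 3 SD, cutoff set per screening run, cut at about 7.5% in these data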;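 also: red hydrolysis product quenches plate fluorescence so inhibitors raise well fluorescence; 0% = enzyme with DMSO and 100% = DMSO without enzyme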
DNA FID counter – displaces DNA intercalator in HCV helicase counter-screen; hit rate 0.17% among 290,000; AID 1845; DNA fluorescent intercalator displacement, fluorescence; inhibition, % at 7.9 µM; in the data active = inhibition above about 37%;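 also: 0% = vehicle and 100% = reference compound; higher means more ethidium bromide displaced from hairpin DNA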
MEKK3 PB1 HTS – raises or lowers MEK5 binding to the human MEKK3 PB1 domain; binding response (% of control), % at 10 µM; bead-based flow cytometry, Alexa488-MEK5 binding to MEKK3; actives lie on both sides; 0 = blocked by unlabeled MEK5, 100 = vehicle; AID 1529; hit rate 1.4% among 290,000;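 active = binding response more than 3 SD above or below the average of its plate-row segment, actives on both sides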;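 also: Alexa488 bead fluorescence after subtracting the streptavidin-only scavenger bead signal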
Target sequence (Q99759 whole entry, looked up, the tested form may be a part): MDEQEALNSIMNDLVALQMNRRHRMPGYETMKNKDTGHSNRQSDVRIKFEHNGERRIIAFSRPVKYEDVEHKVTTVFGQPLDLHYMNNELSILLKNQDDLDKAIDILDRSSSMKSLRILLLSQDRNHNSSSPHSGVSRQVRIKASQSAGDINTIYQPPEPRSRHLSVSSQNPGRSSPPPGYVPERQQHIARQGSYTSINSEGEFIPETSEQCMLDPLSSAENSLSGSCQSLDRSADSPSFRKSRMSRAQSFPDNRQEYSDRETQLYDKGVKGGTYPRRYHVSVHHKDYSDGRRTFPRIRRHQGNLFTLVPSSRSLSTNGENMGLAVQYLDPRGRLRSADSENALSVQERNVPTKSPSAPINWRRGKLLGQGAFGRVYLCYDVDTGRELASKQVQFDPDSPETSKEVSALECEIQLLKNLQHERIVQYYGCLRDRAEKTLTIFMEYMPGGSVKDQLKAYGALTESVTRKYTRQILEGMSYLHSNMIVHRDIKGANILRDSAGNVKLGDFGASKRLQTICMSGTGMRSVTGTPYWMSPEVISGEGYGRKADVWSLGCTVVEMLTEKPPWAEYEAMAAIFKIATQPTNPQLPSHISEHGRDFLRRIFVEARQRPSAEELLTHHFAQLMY
p-CIP stab down – p/CIP protein destabilization; Q05BA5; F442A p/CIP-EGFP cells, EGFP fluorescence, 16 h; decrease of EGFP signal, % at 10 µM; hit rate 0.01% among 290,000; AID 1984;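 active = EGFP signal decrease of at least 30% at 10 µM or well 3 SD below plate mean, unless failing retest; inactive = the rest, including hits failing retest or dose response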; also: some compounds called inactive have numbers as strong as hits; many of its hits are not listed in these tables
HCV NS3 hel inh – blocks Hepatitis C virus NS3 helicase unwinding | NS3 helicase DNA unwinding, Cy5 molecular beacon fluorescence | inhibition, % at 10.9 µM | hit rate 0.56% among 290,000 | AID 1800;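 active = inhibition above the mean of all tested compounds plus 3 SD, set per campaign, cut at about 35% in these data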;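 also: 0% = DMSO wells and 100% = thioflavine S control wells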
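assay system = NS3 helicase fragment of HCV | buffer or medium = MOPS pH 6.5, MgCl2, DTT, Tween20, BSA | timing = 60 min unwinding reaction at 25 °C after ATP addition | signal = Cy5 beacon fluorescence read at start and 1 h | read-out basis = % inhibition of unwinding | control set = low DMSO, high thioflavine S at 110 µM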
PHOSPHO1 inh – inhibitors of human PHOSPHO1 phosphatase | Q8TCT1 | inhibition, % at 13.3 µM | hit rate 1.1% among 290,000 | AID 1565 | recombinant PHOSPHO1, absorbance phosphatase assay; in the data active = inhibition above about 60%
Target sequence (Q8TCT1 whole entry, looked up): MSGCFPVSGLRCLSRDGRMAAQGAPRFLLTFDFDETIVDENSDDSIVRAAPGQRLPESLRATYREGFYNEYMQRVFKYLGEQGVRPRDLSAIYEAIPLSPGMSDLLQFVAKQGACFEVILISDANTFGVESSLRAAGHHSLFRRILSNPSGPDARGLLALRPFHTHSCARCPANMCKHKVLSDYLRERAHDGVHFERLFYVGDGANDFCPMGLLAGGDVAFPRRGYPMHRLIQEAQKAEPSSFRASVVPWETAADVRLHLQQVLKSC
Active calls of the source: *; · = not tested or not shown.

SMILES	UBC9 SUMO inh	IDE cell activ	IMP-1 inh	VIM-2 inh	DNA FID counter	MEKK3 PB1 HTS	p-CIP stab down	HCV NS3 hel inh	PHOSPHO1 inh
NC(=O)C1CCN(C(=O)C2CCN(S(=O)(=O)c3ccccc3)CC2)CC1	5	5	-0.7	-2.9	1	107	11	-3	11
COc1ccc(/C=C/C(=O)Nc2ccccc2C(F)(F)F)cc1OC	14	-3	-1.6	-2.0	-11	·	-5	3	11
O=C(COc1ccc(Cl)cc1Cl)NC(=S)Nc1ccc(CN2CCOCC2)cc1	0	·	0.0	-2.3	2	102	-10	-24	38
CCCNC(=O)CSc1n[nH]c(=O)n1CCc1ccccc1	18	8	1.0	0.9	-14	100	1	4	38
COc1ccc2c(c1OC)C(=O)N(c1ccc(OCc3ccccc3)cc1)C2=O	18	3	0.4	0.0	-6	106	-6	-15	6
COC(=O)C1=C(C)N(C)C(C)=C(C(=O)OC)C1c1ccccc1C	8	5	-2.8	-4.6	-21	101	8	-10	-9
CC(=O)c1ccc(NC(=O)c2cnn3c(C(F)F)cc(C4CC4)nc23)cc1	·	6	-1.4	1.1	-4	97	·	-3	·
CCCc1ccc(OCc2ccc(C(=O)O)o2)c(OC)c1	0	3	1.5	2.0	-19	107	1	21	18
CCS(=O)(=O)N1CCN(c2ccc([N+](=O)[O-])c(NC(C)c3ccccc3)c2)CC1 (configuration not stated)	-1	0	-2.8	-0.7	-2	103	-14	4	22
COC(=O)c1c(NC(=O)COc2ncnc3ccccc23)sc(C)c1C	-1	-3	-1.4	-3.3	-14	109	8	3	-4
CCCCN(CC)CCNC(=O)c1cc2c(=O)[nH]c3ccc(C)cc3c2s1	12	-1	-3.2	8.3*	13	100	-3	-16	18
CSc1nc2ccc(Nc3nc(N4CCOCC4)nc(N4CCOCC4)n3)cc2s1	-10	-1	-1.8	-3.0	-7	101	-15	2	17
CN1CCN(C(=O)c2cc([N+](=O)[O-])cc([N+](=O)[O-])c2)CC1	0	2	1.5	-1.5	1	98	-3	7	8
O=C(CC(=O)c1ccccc1)Nc1cccnc1Cl	4	1	-0.5	-0.9	-3	100	4	-19	-15
Clc1cccc(Cl)c1CN1CCN(c2ncccn2)CC1	-6	2	-0.4	-0.8	-17	101	-2	-4	3
COCC(=O)Nc1ccc(F)cc1	5	1	-2.8	1.5	1	106	-23	1	-5
COc1ccc(C(=O)Nc2ccc(-c3cn4ccsc4n3)cc2)cc1S(=O)(=O)N1CCOCC1	7	-16	-5.6	-1.9	-14	100	-6	-3	9
CCn1c(=O)cc(OCC(=O)Nc2ccc(OC)c(OC)c2)c2ccccc21	15	-1	-2.5	-2.1	-24	102	-4	18	26
COC(=O)C1=C(C)N(C)C(=O)NC1c1c(O)ccc2ccccc12 (configuration not stated)	2	0	-3.0	-0.6	-22	100	-3	19	-21
O=C(COc1ccccc1O)NCCN1CCOCC1	-5	2	-1.5	-3.3	-3	99	-2	3	6
COc1cc(/C=N/NC(=O)c2ccccc2O)ccc1OC(=O)CC1SC(=O)NC1=O (configuration not stated)	15	4	-3.0	-2.0	-22	98	-7	5	16
O=c1[nH]c(/C=C2\C=Nc3ccccc32)c(O)n1Cc1ccccc1F	-9	1	0.5	-1.1	27	107	-17	-8	17
CC1Sc2ccc(S(=O)(=O)NCc3ccccc3)cc2NC1=O (configuration not stated)	10	5	-2.1	-2.2	-23	103	-10	10	-6
O=C(Nc1ccc(S(=O)(=O)N2CCOCC2)cc1)c1cc(S(=O)(=O)N2CCOCC2)ccc1Cl	7	-5	-4.0	-5.7	-36	97	-15	-9	12
N=c1n(CC(=O)c2ccc(Br)s2)c2ccccc2n1Cc1ccccc1	4	7	-3.4	-4.0	14	102	-3	-78	-19
C/C(CCc1ccc2c(c1)OCO2)=N\N=C(/N)SC1CC(=O)N(c2ccccc2F)C1=O (configuration not stated)	-15	8	-2.9	-3.9	-10	102	-18	0	13
Cc1cccc(Nc2nc(Cl)ncc2F)c1C	-1	-5	-4.6	-1.6	-4	105	0	0	8
O=C1CCC(C(=O)N2CCCCCCC2)CN1Cc1cccc(C(F)(F)F)c1 (configuration not stated)	4	1	-1.5	-2.1	-43	100	2	4	-7
Cc1cc(NC(=O)CCC(=O)N(CC(=O)NCC2CCCO2)c2ccc(C)c(C)c2)no1 (configuration not stated)	8	-3	-2.4	-0.8	-35	103	17	3	20
Cc1ccc(S(=O)(=O)N(CC#N)CC#N)cc1	2	0	-2.4	-3.8	2	102	-7	11	-33
CCOC(=O)C1=C(CNCc2ccc(F)cc2)NC(=O)NC1c1cccc([N+](=O)[O-])c1 (configuration not stated)	12	-3	-3.8	-4.9	-18	94	-15	4	32
O=C(Nc1cccc(S(=O)(=O)N2CCOCC2)c1)c1ccc(Cl)c([N+](=O)[O-])c1	4	4	-3.6	-2.0	4	101	1	5	58
O=C1CCN(Cc2ccccc2)CCN1[C@H](CSc1ccccc1)c1ccccc1	2	3	-1.4	1.5	-22	97	-6	21	15
C[C@@H](C(=O)NCCc1ccccc1F)N1C(=O)N2CCc3c([nH]c4ccccc34)[C@@]2(C)C1=O	-6	6	-4.6	-3.2	-35	101	2	-11	24
COC(=O)c1cccnc1NC(=S)NNC(=O)c1ccccc1	7	3	11*	-6.0	1	96	-7	4	16
Cc1cccc(N2CCN(CC(=O)Nc3nccs3)CC2)c1C	24	0	0.9	-6.4	-20	111	-2	-4	-14
CC(C)CNC(=O)COC(=O)/C=C/c1ccccc1[N+](=O)[O-]	11	2	2.3	-1.6	-4	·	-37	8	21
O=C(CC1(O)C(=O)N(C/C=C/c2ccccc2)c2ccccc21)c1ccccn1 (configuration not stated)	3	2	-3.0	-2.4	-29	103	-6	-3	-7
COC(=O)CN(c1ccc2c(c1)OCCO2)S(=O)(=O)c1ccccc1	15	-5	-5.8	-0.8	-12	107	-4	12	7
COc1ccccc1NC(=O)NCCc1c[nH]c2ccccc12	13	1	-1.1	0.1	-3	120	4	-10	42

Random excerpt: two compounds from above
SMILES	UBC9 SUMO inh	IDE cell activ	IMP-1 inh	VIM-2 inh	DNA FID counter	MEKK3 PB1 HTS	p-CIP stab down	HCV NS3 hel inh	PHOSPHO1 inh
O=C1CCN(Cc2ccccc2)CCN1[C@H](CSc1ccccc1)c1ccccc1	2	3	-1.4	1.5	-22	97	-6	21	15
COC(=O)CN(c1ccc2c(c1)OCCO2)S(=O)(=O)c1ccccc1	15	-5	-5.8	-0.8	-12	107	-4	12	7

(more compounds)
SMILES	UBC9 SUMO inh	IDE cell activ	IMP-1 inh	VIM-2 inh	DNA FID counter	MEKK3 PB1 HTS	p-CIP stab down	HCV NS3 hel inh	PHOSPHO1 inh
O=C(NCCCn1ccnc1)c1ccc(S(=O)(=O)N2CCCCCC2)cc1	6	1	-0.6	-0.1	15	96	-11	-9	45
Cc1ccc(CNC(=O)c2ccc(N3CCC4(CC3)CC(c3ccccc3)=NO4)c([N+](=O)[O-])c2)cc1	-6	0	0.0	-1.7	-17	100	-7	-11	25
S=c1[nH]nc(-c2ccccc2)n1Cc1ccccc1	7	-7	1.8	13*	-14	101	-8	-4	105*
COc1cc(/C=N/NC(N)=S)ccc1OCC(=O)Nc1ccc(C)c(C)c1	17	1	-0.4	-3.0	-24	100	-26	-7	2
O=C(NCc1ccccc1)C(c1ccc(F)cc1)N(C(=O)c1csnn1)C1CCCC1 (configuration not stated)	7	-3	-4.4	-4.2	-35	103	3	-1	32
CC(=O)NCC(=O)N1CCCC(C(=O)c2ccc(Oc3ccccc3)cc2)C1 (configuration not stated)	20	-2	-0.1	2.2	-28	100	-5	5	11
COc1ccc(S(=O)(=O)N2CCC(O)(c3cccnc3)CC2)cc1OC	10	4	-0.4	-0.4	-5	89	2	-16	-5
COc1cc(NC(=S)N2CCCC2)cc(OC)c1	-3	-4	-0.7	0.8	-2	101	5	0	32
Cn1c(=O)c2c(nc(Oc3ccccc3Cl)n2C)n(C)c1=O	10	-1	-3.7	6.0	-10	103	-5	-2	16
COc1ccc(Cl)cc1NC(=O)NCCN1CCNC1=O	-8	6	-1.9	-1.9	-7	102	-7	14	27
CN(C)CCCNC(=O)CC(c1ccc(F)cc1)c1ccco1 (configuration not stated)	-9	6	-1.5	0.3	2	104	-5	2	-17
CC(C)NCC(O)c1cc(O)cc(O)c1 (configuration not stated)	0	2	·	·	·	101	-8	·	8
CC(C)C(=O)Nc1cc2c3c(c1)CCC(=O)N3CCC2	6	7	-0.9	-0.4	-4	102	10	10	40

Arranged by molecular weight (ascending): 13 of the compounds above.
SMILES	UBC9 SUMO inh	IDE cell activ	IMP-1 inh	VIM-2 inh	DNA FID counter	MEKK3 PB1 HTS	p-CIP stab down	HCV NS3 hel inh	PHOSPHO1 inh
S=c1[nH]nc(-c2ccccc2)n1Cc1ccccc1	7	-7	1.8	13*	-14	101	-8	-4	105*
O=C(COc1ccccc1O)NCCN1CCOCC1	-5	2	-1.5	-3.3	-3	99	-2	3	6
COc1ccc(Cl)cc1NC(=O)NCCN1CCNC1=O	-8	6	-1.9	-1.9	-7	102	-7	14	27
Cn1c(=O)c2c(nc(Oc3ccccc3Cl)n2C)n(C)c1=O	10	-1	-3.7	6.0	-10	103	-5	-2	16
COC(=O)c1cccnc1NC(=S)NNC(=O)c1ccccc1	7	3	11*	-6.0	1	96	-7	4	16
CCn1c(=O)cc(OCC(=O)Nc2ccc(OC)c(OC)c2)c2ccccc21	15	-1	-2.5	-2.1	-24	102	-4	18	26
COc1cc(/C=N/NC(N)=S)ccc1OCC(=O)Nc1ccc(C)c(C)c1	17	1	-0.4	-3.0	-24	100	-26	-7	2
O=C(NCCCn1ccnc1)c1ccc(S(=O)(=O)N2CCCCCC2)cc1	6	1	-0.6	-0.1	15	96	-11	-9	45
O=C1CCN(Cc2ccccc2)CCN1[C@H](CSc1ccccc1)c1ccccc1	2	3	-1.4	1.5	-22	97	-6	21	15
CCS(=O)(=O)N1CCN(c2ccc([N+](=O)[O-])c(NC(C)c3ccccc3)c2)CC1 (configuration not stated)	-1	0	-2.8	-0.7	-2	103	-14	4	22
O=C(NCc1ccccc1)C(c1ccc(F)cc1)N(C(=O)c1csnn1)C1CCCC1 (configuration not stated)	7	-3	-4.4	-4.2	-35	103	3	-1	32
CSc1nc2ccc(Nc3nc(N4CCOCC4)nc(N4CCOCC4)n3)cc2s1	-10	-1	-1.8	-3.0	-7	101	-15	2	17
O=C(COc1ccc(Cl)cc1Cl)NC(=S)Nc1ccc(CN2CCOCC2)cc1	0	·	0.0	-2.3	2	102	-10	-24	38

An excerpt. The share of hits here may be higher or lower than overall.
